GalR3 antagonist: antagonists of human GalR3 | inhibition, % at 3 µM | hit rate 0.44% among 360,000 | HEK293 GalR3-CNG cAMP membrane potential fluorescence; galR3 body fused to GalR1 C-terminus;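 active means inhibition above the screen-wide average plus 3 SD, cut at about 13% in these data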;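 further: forskolin and galanin both at EC90 stimulate the cells; cAMP rise reported by CNG channel membrane potential dye signal; 0% = forskolin plus galanin with DMSO and 100% = forskolin alone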
IDE cell activ: boosts human insulin-degrading enzyme activity in HEK cells. P14735. FAbeta-B cleavage, fluorescence polarization; 0% vehicle, 100% cell-free pure enzyme wells. activation, % at 5.96 µM. hit rate 0.073% among 340,000;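 active means activation above the mean of all tested compounds plus 3 SD, set per screening campaign, cut at about 17% in these data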
pCIP destab: compounds decreasing mouse p/CIP protein stability. F442A p/CIP-EGFP cells, EGFP fluorescence, 16 h. decrease of EGFP signal, % at 10 µM. hit rate 0.01% among 290,000. AID 1984;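 active means EGFP signal decrease of at least 30% at 10 µM or well 3 SD below plate mean, unless failing retest; inactive means the rest, including hits failing retest or dose response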; further: some compounds called inactive have numbers as strong as hits; many of its hits are not listed in these tables
Target sequence (Q05BA5 1-1403): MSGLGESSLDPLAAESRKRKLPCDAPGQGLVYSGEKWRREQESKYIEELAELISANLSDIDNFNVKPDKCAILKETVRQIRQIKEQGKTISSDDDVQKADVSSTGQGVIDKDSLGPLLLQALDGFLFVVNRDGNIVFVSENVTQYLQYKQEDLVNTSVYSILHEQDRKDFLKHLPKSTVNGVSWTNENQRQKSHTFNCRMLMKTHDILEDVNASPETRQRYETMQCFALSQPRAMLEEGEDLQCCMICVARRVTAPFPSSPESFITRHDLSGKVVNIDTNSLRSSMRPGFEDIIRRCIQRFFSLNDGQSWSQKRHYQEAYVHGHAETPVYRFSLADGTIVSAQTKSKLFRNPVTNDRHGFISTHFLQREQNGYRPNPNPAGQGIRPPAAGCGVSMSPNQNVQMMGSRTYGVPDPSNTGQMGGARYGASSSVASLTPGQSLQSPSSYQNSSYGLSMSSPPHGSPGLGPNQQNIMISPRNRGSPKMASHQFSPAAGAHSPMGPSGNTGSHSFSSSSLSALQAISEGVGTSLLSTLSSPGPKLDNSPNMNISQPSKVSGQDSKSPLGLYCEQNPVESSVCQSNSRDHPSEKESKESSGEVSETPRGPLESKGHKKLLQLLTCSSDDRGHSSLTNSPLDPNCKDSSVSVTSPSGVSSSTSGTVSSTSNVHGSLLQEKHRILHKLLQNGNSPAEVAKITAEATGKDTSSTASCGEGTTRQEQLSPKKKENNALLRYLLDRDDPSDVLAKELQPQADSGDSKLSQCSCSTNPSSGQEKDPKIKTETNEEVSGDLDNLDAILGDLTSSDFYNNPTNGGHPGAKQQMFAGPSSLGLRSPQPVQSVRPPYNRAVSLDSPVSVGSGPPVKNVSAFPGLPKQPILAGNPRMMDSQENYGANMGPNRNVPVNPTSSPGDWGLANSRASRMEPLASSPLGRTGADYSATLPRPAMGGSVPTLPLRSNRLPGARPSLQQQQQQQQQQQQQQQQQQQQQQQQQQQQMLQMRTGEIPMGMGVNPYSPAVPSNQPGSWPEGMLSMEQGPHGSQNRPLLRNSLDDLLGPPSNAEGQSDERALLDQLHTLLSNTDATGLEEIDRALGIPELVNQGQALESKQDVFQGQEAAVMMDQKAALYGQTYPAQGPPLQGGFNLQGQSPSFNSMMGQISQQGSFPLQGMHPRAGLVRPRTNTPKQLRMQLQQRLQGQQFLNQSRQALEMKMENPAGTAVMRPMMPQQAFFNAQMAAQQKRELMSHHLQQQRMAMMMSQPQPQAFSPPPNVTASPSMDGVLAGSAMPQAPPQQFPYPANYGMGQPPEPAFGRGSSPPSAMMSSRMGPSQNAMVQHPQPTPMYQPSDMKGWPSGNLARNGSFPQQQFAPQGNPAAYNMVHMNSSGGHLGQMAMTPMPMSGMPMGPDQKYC
IMP-1 inh: blocks Pseudomonas aeruginosa IMP-1 metallo-beta-lactamase; purified IMP-1, nitrocefin hydrolysis, epi-absorbance fluorescence; inhibition, % at 5.6 µM; hit rate 0.45% among 290,000;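 active means inhibition above the mean plus 3 SD of all compounds in the same screening run, cut at about 4.5% in these data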;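 further: 0% = IMP-1 with DMSO and 100% = DMSO wells lacking enzyme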
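System: purified IMP-1 / Input: IMP-1 dispensed at 0.2 nM / Medium: 50 mM HEPES pH 7.1, 50 µM ZnSO4, 0.05% Brij 35 / Timing: 15 min enzyme–compound preincubation, then 25 min nitrocefin reaction, 25 °C / Technique: plate fluorescence quenching by hydrolysis product, ex 480/em 530 nm / Repeats: singlicate testing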
SUMO HTRF inh: blocks human SUMOylation mediated by UBC9 | P63279 | inhibition, % at 35 µM | hit rate 0.36% among 290,000 | HTRF SUMOylation assay, SAE1/SAE2 + UBC9, in vitro; in the data active means inhibition above about 50%, passing the limit was not always enough; further: strong numbers were not always called active
VIM-2 inhibitor: blocks Pseudomonas aeruginosa VIM-2 metallo-beta-lactamase. purified VIM-2, nitrocefin hydrolysis, epi-absorbance fluorescence. inhibition, % at 5.6 µM. hit rate 0.89% among 290,000. AID 1527;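 active means inhibition above the mean of all tested compounds plus 3 SD, cutoff set per screening run, cut at about 7.5% in these data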;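 further: red hydrolysis product quenches plate fluorescence so inhibitors raise well fluorescence; 0% = enzyme with DMSO and 100% = DMSO without enzyme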
CRFR2-BP antag: antagonists of CRF-binding protein/CRF-R2 receptor complex; HEK293 CRF-R2/CRF-BP, CRF-induced calcium fluorescence; inhibition, % at 11.8 µM; hit rate 0.59% among 350,000;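 active means inhibition of the ligand-induced calcium signal above about 50% at the single tested concentration, limit read from the data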
IDE cell inh: inhibitors of human insulin-degrading enzyme in cells; P14735; HEK cells, FAbetaB cleavage, fluorescence polarization; inhibition, % at 5.59 µM; hit rate 0.41% among 320,000; AID 434962;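 active means percent inhibition above the average of all tested compounds plus 3 SD, set per screening campaign, cut at about 16% in these data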;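 further: IDE supplied by intact live HEK cells; FP after avidin binding of uncleaved biotin substrate so inhibition keeps polarization high; 0% = DMSO wells and 100% = 60 µM reference IDE inhibitor Ii1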
NS3 helicase inh: blocks Hepatitis C virus NS3 helicase unwinding; inhibition, % at 10.9 µM; hit rate 0.56% among 290,000; AID 1800; NS3 helicase DNA unwinding, Cy5 molecular beacon fluorescence;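 active means inhibition above the mean of all tested compounds plus 3 SD, set per campaign, cut at about 35% in these data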;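 further: 0% = DMSO wells and 100% = thioflavine S control wells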
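Assay system – hepatitis C virus NS3 helicase domain fragment enzyme · Buffer or medium – MOPS pH 6.5, MgCl2, DTT, Tween20, BSA · Reagent – Cy5/quencher beacon DNA duplex and ATP to start · Compound – single 10.9 µM dose · Timing – 1 h at 25 °C · Technique – Cy5 beacon fluorescence read at start and 1 h · Measure – % inhibition of unwinding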
* = called active by the depositor; · = no result given. An unsorted share of the library (roughly 3.2% active in at least one column).

IMP-1 inh | CRFR2-BP antag | IDE cell activ | IDE cell inh | SUMO HTRF inh | VIM-2 inhibitor | NS3 helicase inh | GalR3 antagonist | pCIP destab | SMILES
-1.8 | -3.8 | 2.1 | 1.4 | 19.4 | -1.7 | -11.4 | -5.5 | -8.9 | CCc1cc2cc(C)cc(C)c2nc1SCC(=O)NNC(=O)c1ccco1
-2.7 | -2.1 | 6.0 | 5.8 | 11.3 | -1.7 | 5.4 | -6.1 | -7.0 | CC(C)C(NC(=O)C(Cc1ccccc1)NC(=O)OCc1ccccc1)C(=O)O (stereo not given)
-1.9 | -20.6 | 1.7 | -0.4 | 12.4 | -3.4 | -5.0 | -1.6 | -5.6 | Cc1cc(C)cc(OCC(=O)NCCc2nc3ccccc3[nH]2)c1
-0.1 | 19.9 | 1.6 | 6.9 | -8.0 | -0.9 | -4.0 | -6.0 | -9.1 | CS(=O)(=O)Nc1ccc(Cc2ccc(NS(C)(=O)=O)cc2)cc1
1.2 | -3.6 | 3.5 | -1.3 | 4.7 | -1.1 | -9.0 | -12.2 | -8.7 | CC(C)(C)c1cc(Cl)ccc1OCCn1ccnc1
-8.4 | 10.4 | 2.4 | · | -11.6 | -1.2 | 3.8 | 5.3 | -16.0 | Cc1nc2ncccn2c1-c1csc(Nc2ccc(N(C)C)cc2)n1
-1.2 | -11.0 | 1.1 | 3.4 | 14.0 | -1.2 | -3.9 | -4.3 | 0.7 | O=C(NCc1ccccn1)c1cc(-c2ccc(-c3ccccc3)cc2)nc2ccccc12
· | -15.7 | -3.2 | -0.3 | · | · | · | 1.4 | · | Cc1ccc2c(c1)C(=O)C(=O)N2Cc1ccc(Br)cc1
-1.1 | -7.1 | 0.1 | 0.5 | 22.2 | -1.8 | -12.5 | -4.2 | -0.2 | CC1CCCC(NC(=O)CCn2c(=S)oc3ccccc32)C1C (stereo not given)
-2.2 | 19.5 | -1.1 | · | 5.5 | -1.8 | 3.5 | -12.8 | -3.3 | CC(=O)Nc1ccc(S(=O)(=O)NC(C)c2ccccc2)cc1 (stereo not given)
-1.8 | -0.3 | · | -4.5 | 0.0 | 0.3 | 2.8 | -3.6 | -6.4 | CCCCCC1C/C(=N\O)C=C(C)C1C(=O)OC (stereo not given)
-2.5 | 4.3 | 3.2 | 5.7 | -15.3 | -1.9 | -4.2 | -4.0 | -10.5 | C/C=C(\C)C(=O)NCCN1C2=NC[C@H](C)N2C[C@@H]1Cc1ccc(OC)cc1
-1.8 | -21.4 | -3.4 | -3.6 | 12.8 | -3.3 | -11.4 | -7.5 | 0.1 | CCOC(=O)C1(Cc2ccc(Cl)cc2)CCN(Cc2cn(CC)nc2C)CC1
-4.0 | -23.2 | -1.3 | 6.6 | -2.7 | -3.2 | 3.7 | -3.8 | -0.7 | O=C(CN1C(=O)C2C3C=CC(C3)C2C1=O)NCCN1CCCc2ccccc21 (stereo not given)
-1.6 | -10.6 | 0.2 | 5.3 | 18.4 | -4.5 | -12.1 | -0.9 | -6.9 | CC(C)SC1=NC(C)(C)C=C(/C=C/c2ccc(Cl)cc2Cl)N1
-4.6 | 0.3 | 1.9 | -0.6 | 9.2 | -1.3 | 0.5 | -5.3 | 1.9 | CSc1cc(C)n(-c2ccccc2C)c(=S)c1C(C)=O
-2.3 | -5.2 | 2.6 | 2.9 | 1.1 | -4.1 | 3.7 | -7.8 | -21.2 | CC(NC(=O)c1ccc2ccccc2n1)c1ccc(Br)cc1 (stereo not given)
-3.1 | -3.4 | 4.5 | 0.1 | 7.3 | -0.2 | -4.7 | -1.7 | -15.1 | COC(=O)CCn1nnc(-c2ccc(C)cc2)n1
-1.5 | 18.4 | -3.6 | -2.1 | 10.7 | 2.9 | 1.5 | 3.5 | 2.4 | Cc1[nH]nc2c1C(c1cccs1)C(C#N)=C(N)O2 (stereo not given)
-2.5 | -23.5 | 3.0 | -4.2 | 1.9 | -2.0 | -1.1 | -7.7 | -21.2 | COc1cc(NC(=O)CN2C(=O)NC(C)(c3ccc(OC(F)F)cc3)C2=O)cc(OC)c1OC (stereo not given)
-2.1 | -9.3 | 5.3 | -3.8 | 14.7 | 1.4 | -2.0 | -10.9 | -8.6 | CCOC(=O)CNC(=O)COc1coc(CN2CCN(c3ccc(F)cc3)CC2)cc1=O
-1.4 | 13.2 | 0.0 | -3.4 | 17.9 | -2.0 | 0.7 | -10.0 | 12.8 | CC(=O)Nc1nc(C)c(CCCOc2ccc([N+](=O)[O-])cc2)c(=O)[nH]1
-1.1 | -7.1 | 4.5 | -5.7 | -11.6 | -1.8 | 0.0 | -5.8 | 6.1 | O=C(N/N=C/c1cc([N+](=O)[O-])ccc1N1CCCCCC1)c1ccccn1
· | 7.3 | -2.9 | 3.3 | · | · | · | -6.2 | · | COc1ccccc1C(=O)NC(CCSC)C(=O)Nc1ccc(C)c(S(=O)(=O)N2CCOCC2)c1 (stereo not given)
-0.6 | -10.1 | -0.6 | -3.8 | -5.6 | -0.8 | 7.2 | -0.4 | -4.3 | O=C(CCC(=O)OCC(=O)c1ccccc1)Nc1cccc2cccnc12
-2.2 | 3.7 | 3.2 | -0.2 | 28.8 | -2.8 | 11.6 | 5.3 | -9.9 | CCN(CC)Cc1c(O)ccc2c(=O)c(Oc3ccccc3OC)c(C)oc12
-1.8 | 6.1 | · | -1.3 | 1.6 | -2.0 | -2.8 | -0.8 | -16.2 | Cc1ccc(OC(=O)c2ccc3nc(C)sc3c2)cc1
-1.3 | 19.5 | 4.1 | 6.9 | 13.0 | -0.5 | -3.6 | 3.7 | -0.2 | CC(C)(C)C(=O)Cn1c(NCCCO)nc2ccccc21
-0.7 | -3.3 | 1.5 | -0.4 | 14.2 | -2.1 | 10.9 | 2.4 | -16.9 | O=C(CSc1ccc2nnc(CCNC(=O)c3ccccc3)n2n1)NCc1ccco1
· | 98.4* | 1.4 | -6.2 | · | · | · | 7.3 | · | CCN(CC(=O)Nc1ccc(NC(C)=O)cc1)C(=O)c1ccc(=O)n(C)n1

IMP-1 inh | CRFR2-BP antag | IDE cell activ | IDE cell inh | SUMO HTRF inh | VIM-2 inhibitor | NS3 helicase inh | GalR3 antagonist | pCIP destab | SMILES
-2.5 | 1.1 | 0.0 | -7.0 | 24.0 | -2.5 | 5.7 | 0.5 | 13.0 | CC1CCN(S(=O)(=O)c2ccc3c(c2)c(=O)c(C(=O)N2CCCCC2)cn3C)CC1
-1.0 | -24.0 | 1.4 | 6.0 | 5.2 | -0.6 | -5.8 | -7.5 | -8.7 | Cc1ccc(NC(=S)N2CCn3cccc3C2c2cccnc2)cc1 (stereo not given)
-1.5 | -13.8 | 5.6 | -3.8 | 11.2 | 0.3 | 0.3 | -7.4 | 9.9 | Cc1ccc(S(=O)(=O)N2CCC(NC(=O)OC(C)C)CC2)cc1
0.6 | 9.5 | -0.8 | -3.1 | -1.2 | -4.0 | 1.6 | -6.8 | -0.6 | Cn1c(=O)c(=O)n(C)c2cc(S(=O)(=O)CCC(=O)Nc3c(F)c(F)c(F)c(F)c3F)ccc21
-3.2 | -37.5 | 4.5 | 6.2 | -15.9 | -4.2 | -0.9 | -3.9 | -10.5 | COc1ccc(-c2sc(Nc3ccc(F)c(F)c3F)nc2CCC(=O)NN)cc1
· | -2.2 | -0.8 | -3.1 | · | · | · | 0.5 | · | CN(C(=O)CSc1ccc(S(=O)(=O)N2CCCCC2)cn1)c1ccccc1
-4.0 | 18.0 | -0.1 | 3.5 | 0.5 | -3.3 | 11.6 | -3.2 | -27.4 | O=[N+]([O-])c1cncc([N+](=O)[O-])c1Nc1ccccc1Cl
-0.3 | 0.9 | 0.5 | 4.1 | 27.5 | -2.1 | 3.5 | -4.2 | -14.4 | O=C1NC(=Nc2ccccc2)S/C1=C\c1cccs1
-0.1 | 14.8 | 3.7 | 4.3 | -15.3 | -0.2 | -6.0 | · | 4.6 | OCCN=c1cc(-c2ccccc2)oc2ccc(Cl)cc12
-0.6 | 10.4 | -4.0 | -6.2 | -2.2 | -3.9 | 10.1 | -6.4 | -8.6 | O=C(NC(NC(=S)Nc1cc(Cl)ccc1Cl)C(Cl)(Cl)Cl)c1ccco1 (stereo not given)
-2.3 | -29.2 | 5.6 | 1.1 | -7.7 | -1.5 | 2.0 | -1.9 | -13.2 | CCOc1cc(/C=N/NC(=O)c2cccc([N+](=O)[O-])c2)ccc1OS(=O)(=O)c1ccccc1
-1.8 | 32.7 | 2.3 | 4.3 | 2.2 | -3.3 | -6.5 | -0.2 | -7.9 | Cc1nn(CC(=O)Nc2ccccn2)c(C)c1Br
-2.6 | 8.5 | -5.6 | 3.9 | 4.2 | -1.0 | -20.2 | -4.6 | 2.9 | Cc1nc2c3cnn(-c4ccccc4)c3ncn2n1
· | -2.9 | -0.3 | -0.5 | · | · | · | 5.0 | · | Cc1ccc(N(CCC(=O)N2CCOCC2)S(=O)(=O)c2ccccc2)cc1
· | 0.9 | -1.4 | -2.9 | · | · | · | -4.2 | · | O=C(COC(=O)CCS(=O)(=O)c1ccccc1)Nc1ccc(N2CCCCC2)cc1
· | -3.3 | -4.4 | -3.1 | · | · | · | -4.3 | · | O=C(CSc1nc(=O)n(CCCN2CCOCC2)c2c1CCCC2)Nc1ccccc1Cl
0.1 | -14.2 | -1.6 | -13.7 | -2.4 | 2.3 | 5.7 | 1.3 | -6.7 | Cc1ccc(-c2cnc(NC(=O)c3cccc(Br)c3)s2)c(C)c1
-1.1 | 4.5 | 3.6 | 2.6 | 10.7 | -2.4 | 21.1 | -5.3 | -11.3 | Cc1ccc(C(=O)NS(=O)(=O)c2ccc(N=NN(C)C)cc2)cc1
-1.1 | -1.1 | 5.3 | 0.3 | -10.7 | -3.3 | -8.0 | -2.7 | -3.5 | Cc1cc(NCc2ccccn2)ccc1Br
-4.0 | -23.4 | 3.6 | -0.3 | -2.2 | -2.3 | -2.1 | -4.3 | -12.2 | Cc1[nH]n(-c2ccccc2)c(=O)c1C1(C(F)(F)F)C(=O)N(c2ccc(F)cc2)C2=C1C(=O)CC(C)(C)C2 (stereo not given)
· | -6.3 | 1.0 | 4.5 | · | · | · | -4.2 | · | CCCN(C(=O)CSc1nnc(N)s1)c1c(N)n(Cc2ccccc2)c(=O)[nH]c1=O
-1.5 | -7.4 | 2.3 | 2.1 | 26.1 | -0.4 | 5.1 | 0.1 | -10.8 | Clc1ccc(-c2nc3nc4ccccc4nc3n2Cc2ccco2)cc1
-2.3 | -1.0 | 2.2 | -6.0 | 3.7 | 0.3 | 8.9 | -9.7 | -2.6 | O=c1[nH]nc(Cc2ccc([N+](=O)[O-])cc2)c2ccccc12

Look-ups from the list.
IDE cell inh result of `OCCN=c1cc(-c2ccccc2)oc2ccc(Cl)cc12` is entered as 4.3
GalR3 antagonist result of `Cn1c(=O)c(=O)n(C)c2cc(S(=O)(=O)CCC(=O)Nc3c(F)c(F)c(F)c(F)c3F)ccc21` is entered as -6.8

High-throughput results from PubChem BioAssay.
